# TAAR1 agonist = human TAAR1 agonists, primary screen, Fluo-8 calcium fluorescence, CHO RD-HGA16 cells | Trace amine-associated receptor 1 (Homo sapiens), Q96RJ0 | vehicle wells 0%, saturating PEA agonist 100% | activation, % at 3 µM | actives 0.99% (n = 360,000);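 active = activation above the mean activation of all test compounds in the run plus 3 SD, cut at about 38% in these data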
# Target sequence (Q96RJ0 whole entry, looked up): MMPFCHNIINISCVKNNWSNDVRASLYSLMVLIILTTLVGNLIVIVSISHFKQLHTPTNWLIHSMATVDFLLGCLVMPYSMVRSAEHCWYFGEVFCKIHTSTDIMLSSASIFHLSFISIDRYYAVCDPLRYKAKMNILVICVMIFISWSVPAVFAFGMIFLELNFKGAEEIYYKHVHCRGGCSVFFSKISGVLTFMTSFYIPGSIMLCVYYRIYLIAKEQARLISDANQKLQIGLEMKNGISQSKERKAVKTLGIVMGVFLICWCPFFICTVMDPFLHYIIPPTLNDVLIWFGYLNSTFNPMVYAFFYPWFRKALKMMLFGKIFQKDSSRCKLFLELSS
#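 Signal – calcium-sensitive Fluo-8 signal, excitation 470-495, emission 515-575 nm · System – RD-HGA16 (CHO) cells co-expressing Gα16 and hTAAR1 · Incubation – 17-24 h seeding, 75 min 37 °C dye, 30 min RT · Compound dosing – 3 µM single concentration · Repeats – no replicates (n 1)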
# CHO parental Ca = ATP-evoked calcium signal inhibitors, parental CHO, primary screen, counter-screen for OX1R antagonist project, cell-based, fluorescence, Fluo-8 calcium dye. inhibition, % at 5.6 µM. parental CHO-K1, ATP-induced calcium, Fluo-8 fluorescence. actives 0.63% (n = 330,000);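 active = inhibition above that plate's mean sample inhibition plus 3 SD, cut at about 26% in these data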;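 also: 0% = ATP-challenged DMSO wells and 100% = DMSO wells without ATP; some compounds past the cut are filed as inactive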
#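 Material: Parental CHO cells | Reagent: ATP | Compound dosing: Single nominal dose of 5.6 µM per compound | Detection: Intracellular calcium via Fluo-8 no-wash fluorescent dye | Read-out: % inhibition of ATP-induced calcium mobilization | Benchmarks: Low control ATP plus DMSO, high control DMSO only | Replicates: Singlicate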
# CHRM1 PAM = human M1 muscarinic receptor positive allosteric modulators, primary screen, CHO-K1 cells, Fluo-8 calcium fluorescence, 1536-well; CHO-K1 hM1, ACh EC20; 0% = ACh EC20, 100% = maximal ACh; activation, % at 3 µM; actives 0.088% (n = 360,000); AID 588819, 2011; in the data active = activation above about 19%, passing the limit was not always enough
# Target sequence (P11229 whole entry, looked up): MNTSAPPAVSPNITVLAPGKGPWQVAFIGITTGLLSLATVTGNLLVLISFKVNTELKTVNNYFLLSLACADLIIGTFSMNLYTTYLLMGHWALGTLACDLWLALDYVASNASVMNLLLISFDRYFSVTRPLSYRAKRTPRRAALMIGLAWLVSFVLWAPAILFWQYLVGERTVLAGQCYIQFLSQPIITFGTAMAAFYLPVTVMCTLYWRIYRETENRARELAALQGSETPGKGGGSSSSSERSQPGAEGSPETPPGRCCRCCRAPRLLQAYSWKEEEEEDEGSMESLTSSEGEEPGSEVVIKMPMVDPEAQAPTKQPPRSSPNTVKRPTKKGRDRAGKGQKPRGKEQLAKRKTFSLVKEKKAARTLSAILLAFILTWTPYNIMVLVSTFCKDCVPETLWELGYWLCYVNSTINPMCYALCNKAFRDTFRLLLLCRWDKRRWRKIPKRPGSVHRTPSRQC
# CHO-K1 Ca ag = counter-screen for M1 agonists: effect in parental CHO-K1 cells. actives 0.48% (n = 360,000). Fluo-8 calcium fluorescence; scaled to maximal ATP response, vehicle zero. activation, % at 3 µM. AID 602248, 2012; in the data active = activation above about 15%;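 also: untransfected CHO-K1 host cells lacking M1 receptor as counterscreen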
# CHRM1 antagonist = human M1 muscarinic receptor antagonists, primary screen, CHO-K1 cells, Fluo-8 calcium fluorescence, 1536-well. Muscarinic acetylcholine receptor M1 (Homo sapiens), P11229. CHO-K1 hM1, ACh EC80 antagonist. inhibition, % at 3 µM. actives 1.3% (n = 360,000). AID 588852, 2011;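 active = percent inhibition above its own plate's cutoff, namely the mean of that plate's compound wells plus 3 SD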;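 also: peak over basal fluorescence ratio during 140 s after agonist addition; 0% = ACh EC80 plus DMSO and 100% = DMSO alone without agonist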
# TAAR1 antagonist = human TAAR1 antagonists, primary screen, Fluo-8 calcium fluorescence, CHO RD-HGA16 cells. Trace amine-associated receptor 1 (Homo sapiens), Q96RJ0. antagonist. inhibition, % at 3 µM. actives 1.5% (n = 360,000). AID 624466, 2012;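 active = inhibition above a per-plate cutoff, the mean inhibition of test compounds on that plate plus 3 SD, cut at about 49% in these data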;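 also: 0% = DMSO plus EC80 beta-PEA response and 100% = DMSO alone without agonist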
#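 Test system: RD-HGA16 CHO cells with stable hTAAR1 and Gα16 / Probe or stimulus: EC80 β-phenethylamine stimulus / Times: seeding 17-24 h prior, 75-min 37 °C, 30-min RT dye loading / Detection: Fluo-8 calcium-sensitive fluorescence / Read-out basis: % inhibition scaled between DMSO and EC80 PEA controls / Repeats: singlicate, one well per test compound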
# CHO-K1 Ca antag = counter-screen for M1 antagonists: effect in parental CHO-K1 cells; actives 0.6% (n = 360,000); AID 602250; ATP-induced calcium, Fluo-8 fluorescence; inhibition, % at 3 µM;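 active = inhibition above a per-plate cutoff, the plate's mean sample inhibition plus 3 SD, cut at about 24% in these data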;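 also: 0% = DMSO plus EC80 ATP and 100% = DMSO alone without ATP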
# M1 PAM parental = nonselective calcium activators in parental CHO-K1 cells, primary screen, counter-screen for M1 PAM project, cell-based, Fluo-8 calcium fluorescence, full deck, 1536-well; ATP EC20; 0% at ATP EC20, 100% at ATP max; activation, % at 3 µM; actives 0.02% (n = 360,000);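 active = activation above the run cutoff, the mean activation of all test compounds plus 3 SD, cut at about 40% in these data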;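 also: peak over basal fluorescence ratio in a 140 s read after ATP addition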
# M1 ag = human M1 muscarinic receptor agonists, primary screen, Fluo-8 calcium fluorescence, CHO-K1 cells, HTS; CHO-K1 hM1, agonist mode; 0% DMSO, 100% acetylcholine EC100; AID 588814, 2011; activation, % at 3 µM; Muscarinic acetylcholine receptor M1 (Homo sapiens), P11229; actives 0.33% (n = 360,000);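 active = activation above the run's mean compound activation plus 3 SD, cut at about 16% in these data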;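 also: peak over basal fluorescence ratio within a 140 s kinetic read after compound addition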
# * marks the source's active call; other numbers are inactive results; nt = no result given.
structure	TAAR1 agonist	CHO parental Ca	CHRM1 PAM	CHO-K1 Ca ag	CHRM1 antagonist	TAAR1 antagonist	CHO-K1 Ca antag	M1 PAM parental	M1 ag
CC(=O)Cc1nsc(NC(=O)c2cccs2)n1	10	12	10	1.2	-15	-6	-17	13	-2
COc1cccc(C(=O)NCCCN2CCN(CCCNC(=O)c3cccc(OC)c3)CC2)c1	8	-12	4	0.3	-2	-21	-10	23	-13
C=CCn1c(O)c(C(CC)=NCc2cccnc2)c(=O)[nH]c1=O	10	-2	11	-0.3	-1	-3	25*	-5	-1
COC(=O)c1cc(NC(=O)C2C3C=CC(C3)C2C(=O)O)cc(C(=O)OC)c1 (stereo not drawn)	17	-6	4	0.3	-2	-3	-39	10	-1
O=C(NC(=S)N1CCN(C/C=C/c2ccccc2)CC1)c1ccc(F)cc1	1	-19	6	3.1	-10	-16	-3	5	1
CN(Cc1ccccc1)Cc1nc2c(c(=O)n(C)c(=O)n2C)n1Cc1ccc(F)cc1	13	-20	-1	1.1	-8	2	-3	-1	-6
Cc1cccc(C)c1NC(=O)C[n+]1cc(-c2ccccc2)n2c1CCC2	1	0	-4	2.2	15	-63	-13	16	-9
CC(/C=N/NC(=O)c1nnn(-c2nonc2N)c1CN1CCCCC1)=C\c1ccccc1	-1	-17	9	0.0	-13	-35	-3	-3	6
O=S(=O)(Cc1ccccc1)N1CCCCC1	-2	-2	2	0.0	-3	-2	-3	8	1
O=C(CCN1C(=O)c2ccccc2C1=O)NCCCn1ccnc1	8	0	6	0.8	1	9	-23	13	-6
O=C(NCCc1nc2ccccc2[nH]1)c1cc([N+](=O)[O-])cc([N+](=O)[O-])c1	2	-16	7	2.9	-9	-1	-9	27	-5
Cc1cc(CN2CCCCC2C(=O)Nc2ccc(Oc3cccnc3)cc2)oc1C (stereo not drawn)	-2	-8	-8	0.1	7	-26	-4	-8	-5

# Continued.
structure	TAAR1 agonist	CHO parental Ca	CHRM1 PAM	CHO-K1 Ca ag	CHRM1 antagonist	TAAR1 antagonist	CHO-K1 Ca antag	M1 PAM parental	M1 ag
Cc1ccc(SCCC(=O)NCC2CCCO2)cc1 (stereo not drawn)	1	-10	3	0.2	-16	-1	-8	18	-3
COc1ccc(C(=O)N2c3ccc(F)cc3CCC2C)cc1OC (stereo not drawn)	4	-16	-4	0.1	7	15	16	-6	-5
COC(=O)N/N=C/c1ccccc1Cl	-1	-7	12	0.5	-12	2	-14	9	1
Cc1cc(NC(=O)COC(=O)[C@@H](NS(=O)(=O)c2ccc(Br)cc2)C(C)C)no1	1	2	-2	4.2	-3	-10	-14	13	-1
O=C(Nc1cccc(S(=O)(=O)N2CCCCCC2)c1)C1CCC1	2	-20	-2	1.7	2	-15	-1	-8	-2
CC(=O)Nc1nnc(SCc2cc(=O)c(OC(=O)c3ccccc3)co2)s1	1	-8	4	0.7	-8	-3	-6	7	-2
CCc1ccc(CN/C=C/C(=O)c2ccc(Br)cc2)cc1	3	-19	-11	0.5	17	3	-12	-1	-4
COCc1cc(C)nc(Sc2nc3c(c(=O)n(C)c(=O)n3C)n2C)c1C#N	8	nt	7	2.8	-6	-3	-13	21	4
Cc1ccc(CS(=O)(=O)Cc2ccc(C(=O)NCc3cccnc3)o2)cc1	1	-12	2	4.8	-6	20	-3	25	-5
Oc1c(C(c2ccccc2)N2CCCCC2)sc2ncnn12 (stereo not drawn)	0	0	-2	-0.1	7	-26	-13	12	-3
Cc1c(C(=O)N(C)Cc2ccc(F)cc2)sc(=O)n1Cc1ccc(Cl)c(Cl)c1	1	nt	2	0.7	-7	35	-1	8	3
CC1CCCN(S(=O)(=O)c2ccc(CN3C(=O)c4cccnc4C3=O)cc2)C1 (stereo not drawn)	3	-10	12	-0.5	-4	-7	2	19	0

# 12 entries from above in a different format.
# Screens in order: TAAR1 agonist, CHO parental Ca, CHRM1 PAM, CHO-K1 Ca ag, CHRM1 antagonist, TAAR1 antagonist, CHO-K1 Ca antag, M1 PAM parental, M1 ag
O=C(CCN1C(=O)c2ccccc2C1=O)NCCCn1ccnc1
    8, 0, 6, 0.8, 1, 9, -23, 13, -6
O=C(NCCc1nc2ccccc2[nH]1)c1cc([N+](=O)[O-])cc([N+](=O)[O-])c1
    2, -16, 7, 2.9, -9, -1, -9, 27, -5
Cc1cc(CN2CCCCC2C(=O)Nc2ccc(Oc3cccnc3)cc2)oc1C (stereo not drawn)
    -2, -8, -8, 0.1, 7, -26, -4, -8, -5
Cc1ccc(SCCC(=O)NCC2CCCO2)cc1 (stereo not drawn)
    1, -10, 3, 0.2, -16, -1, -8, 18, -3
COc1ccc(C(=O)N2c3ccc(F)cc3CCC2C)cc1OC (stereo not drawn)
    4, -16, -4, 0.1, 7, 15, 16, -6, -5
COC(=O)N/N=C/c1ccccc1Cl
    -1, -7, 12, 0.5, -12, 2, -14, 9, 1
Cc1cc(NC(=O)COC(=O)[C@@H](NS(=O)(=O)c2ccc(Br)cc2)C(C)C)no1
    1, 2, -2, 4.2, -3, -10, -14, 13, -1
O=C(Nc1cccc(S(=O)(=O)N2CCCCCC2)c1)C1CCC1
    2, -20, -2, 1.7, 2, -15, -1, -8, -2
CC(=O)Nc1nnc(SCc2cc(=O)c(OC(=O)c3ccccc3)co2)s1
    1, -8, 4, 0.7, -8, -3, -6, 7, -2
CCc1ccc(CN/C=C/C(=O)c2ccc(Br)cc2)cc1
    3, -19, -11, 0.5, 17, 3, -12, -1, -4
COCc1cc(C)nc(Sc2nc3c(c(=O)n(C)c(=O)n3C)n2C)c1C#N
    8, nt, 7, 2.8, -6, -3, -13, 21, 4
Cc1ccc(CS(=O)(=O)Cc2ccc(C(=O)NCc3cccnc3)o2)cc1
    1, -12, 2, 4.8, -6, 20, -3, 25, -5

# Continuation:
structure	TAAR1 agonist	CHO parental Ca	CHRM1 PAM	CHO-K1 Ca ag	CHRM1 antagonist	TAAR1 antagonist	CHO-K1 Ca antag	M1 PAM parental	M1 ag
O=C(/C=C/c1ccc(NC(=O)c2ccccc2-c2ccccc2C(=O)O)cc1)c1ccccc1	9	-22	1	0.2	-14	-3	10	-14	-1
CCOC(=O)[C@@H]1[C@H]2COc3ccccc3[C@@H]2N2C(=O)N(c3ccc(Br)cc3)C(=O)[C@]12C	1	-4	16	1.0	-8	0	-6	13	-3
CCn1c(SCc2nc(-c3ccccc3)no2)nnc1-c1cccs1	9	-25	4	1.4	-4	-5	4	-6	-5
COC(=O)[C@]12CCCCC=C1N(Cc1ccccc1)C(=O)[C@H](CC(=O)NCc1ccc(C)o1)C2	4	nt	nt	1.8	nt	16	-1	-9	nt
COc1ccc(Cl)cc1Nc1nc(C)nc2c1oc1ccccc12	-1	-8	-2	2.5	3	-28	-1	-15	-3
CC(=O)N1CCN(CC(=O)Nc2cccc(S(=O)(=O)N3CCCCCC3)c2)CC1	14	-20	9	-0.1	0	12	27*	-14	-2
O=[N+]([O-])c1cccnc1N1CCC(c2cc(-c3cccc(C(F)(F)F)c3)n[nH]2)CC1	12	-23	-14	0.3	22*	6	6	-4	-7
Cc1ccc(CNC(=O)C2CCCCN2S(=O)(=O)c2ccccc2)cc1 (stereo not drawn)	-5	-8	6	1.3	-13	6	-14	6	-3
CN(C)S(=O)(=O)c1cccc(COC(=O)C2=COCCO2)c1	6	-5	0	0.1	-3	0	17	-4	-1
COCCN(C(=O)COC(=O)c1ccccc1NCc1ccco1)c1c(N)n(Cc2ccccc2)c(=O)[nH]c1=O	0	-21	8	0.1	-11	-5	-8	8	-2
CSc1nc(Cl)cc(Nc2ccc(O)cc2)n1	8	-4	-4	-0.8	1	-14	-1	2	-7
Cc1c(Br)cccc1NC(=O)C1(C)CCN1CCc1ccccc1 (stereo not drawn)	-2	nt	9	-1.0	-29	-7	-12	8	-5

# Next section.
structure	TAAR1 agonist	CHO parental Ca	CHRM1 PAM	CHO-K1 Ca ag	CHRM1 antagonist	TAAR1 antagonist	CHO-K1 Ca antag	M1 PAM parental	M1 ag
O=C(c1ccc(C(F)(F)F)cc1)N1CCC(=O)N(C(COCc2ccc(Cl)cc2)Cc2ccccc2)CC1 (stereo not drawn)	7	-25	1	0.4	-3	26	-17	1	-3
COc1cc(C(=O)NC2CCCC(C)C2C)ccc1OCC(=O)N1CCOCC1 (stereo not drawn)	13	-11	-10	0.1	26	0	-10	9	-2
COc1ccc(N(CC(=O)NCc2ccc(Cl)cc2)S(=O)(=O)c2c(C)noc2C)cc1	-1	-23	3	-0.5	-11	4	-10	20	-3
CN1CCc2c(sc(/N=C/c3cc(Cl)ccc3O)c2C#N)C1	0	-12	18	0.1	-19	0	-14	29	-3
O=C(NCC(=O)N1CCN(S(=O)(=O)c2cccc(F)c2)CC1)c1ccc(Br)o1	1	2	3	1.1	-1	8	10	-17	-3
Cc1cc(C)c2oc(C(=O)Nc3ccc(S(=O)(=O)N4CCCC(C)C4)cc3)cc(=O)c2c1 (stereo not drawn)	1	-11	11	0.2	-11	12	-9	16	0
CC(=O)Nc1ccc(S(=O)(=O)N2CCn3cccc3C2C)cc1 (stereo not drawn)	14	-7	-1	0.6	5	20	2	-11	-6
Cc1ccc2oc(=O)c3cc(C(=O)NCCCN4CCN(C)CC4)sc3c2c1	1	-6	6	0.7	-4	-9	54*	10	-4
Cc1ccccc1CN1CCN(C(C)C(=O)NNC(=O)c2ccc(F)cc2)CC1 (stereo not drawn)	2	-18	2	-0.3	-6	-22	-22	16	-8
COc1cccc(OC)c1C(=O)OCC(=O)NC1CCCCCC1	1	-25	11	1.4	-12	-13	-11	7	-3
O=C(NC(=S)N1CCN(c2ccc([N+](=O)[O-])cc2)CC1)c1ccco1	1	-18	4	0.9	-8	10	-9	9	-9
CCN(CC(=O)Nc1ccc(NC(C)=O)cc1)C(=O)/C=C/c1cn(-c2ccccc2)nc1-c1cccs1	8	-11	-10	3.5	18	58*	10	-7	-4
O=C(CSC1CC(=O)N(c2ccc(C(=O)O)cc2)C1=O)Nc1ccc(Cl)cc1 (stereo not drawn)	5	-11	9	0.0	-3	0	-2	-1	0
